GPR55 activation: selective activators of receptor GPR55 – imaging, U2OS cells, beta-arrestin-GFP redistribution, primary screen (AID 1961). U2OS GPR55 beta-arrestin-GFP redistribution imaging; higher % means a stronger effect. one-dose activation, % at 10 µM; EC50 in µM for titrated hits. hit rate 0.048% among 290,000;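 active = activation above 40% with more than 50 cells counted in the well; inconclusive = wells holding fewer than 50 cells, flagged as toxic or sparse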;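 also: U2OS osteosarcoma cells stably expressing GPR55 and beta-arrestin-GFP; plate controls were DMSO negative control for no effect and LPI positive control for full effect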
MgcRacGAP inhibition: MgcRacGAP GTPase-activating activity inhibitors, confirmation, biochemical, ADP Hunter fluorescence; MgcRacGAP-stimulated Rac1 GTP hydrolysis, ADP Hunter fluorescence; higher % means a stronger effect; GST-tagged Rac1 F28L mutant substrate; hit rate 0.6% among 340,000; inhibition, % at 30 µM, or IC50 in µM where a hit was titrated;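 active = first-screen hits whose inhibition reached a set limit at any dose in the follow-up dose series; inconclusive = inhibition above the set first-screen limit but never retested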;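 also: fluorescence reports GDP produced by GAP-driven GTP hydrolysis; strong numbers were not always called active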
GPR35 antagonists: GPR35 antagonists blocking zaprinast-driven arrestin recruitment, primary screen, imaging, U2OS, beta-arrestin-GFP, zaprinast agonist (AID 2058); hit rate 0.052% among 290,000; inhibition, % at 10 µM; hits with a dose series show IC50 in µM; U2OS GPR35 beta-arrestin-GFP translocation imaging, zaprinast antagonism; higher % means a stronger effect;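 active = inhibition of at least 50% with at least 30 cells and total cytoplasm GFP at most 10,000,000; inconclusive = under 30 cells or total GFP of 10,000,000 plus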
SV40 large T antigen: TAg ATPase/helicase activity blockers – biochemical (AID 1903); hit rate 0.39% among 310,000; SV40 large T antigen ATPase/helicase inhibition assay; higher % means a stronger effect; inhibition, % at 20 µM; hits with a dose series show IC50 in µM; in the data active = a potency from the dose series; inconclusive = inhibition mostly from about 32% at the one dose, without a potency; inactive = the rest, 99 in 100 with inhibition below about 32%; also: strong numbers were not always called active
Hep lipid drop: hepatic lipid droplet formation modulation | inhibition, % at 6.5 µM | hit rate 0.4% among 240,000 | AML12 mouse hepatocytes, oleate lipid droplets, BODIPY imaging;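 active = lipid droplet intensity inhibited by at least 50%, with more than 500 cells counted; inconclusive = wells with under 300 cells, treated as cytotoxic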
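Technique: fluorescence imaging, 20x objective, two fields per well / Assay system: AML12 hepatocytes (mouse) / Measure: % inhibition of lipid droplet signal / Doses: 6.5 µM single-point dosing / Incubation: overnight exposure / Reagent: 100 µM oleic acid challenge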
T cell modulator: T cell immune modulation candidate; AID 2052; hit rate 0.068% among 330,000; calls only at 7 µM; 2C CD8+ T cell-vesicle binding, flow cytometry; active compounds read low;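 active = response, share of CD8 T cells binding vesicles, and their 90th percentile fluorescence all below set limits, cut at about 80% in these data, passing the limit was not always enough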
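Also added: QL9-peptide-loaded Drosophila micro-vesicles bearing Ld, ICAM-1 and B7-1; Test system: purified 2C TCR transgenic mouse naive CD8+ T cells; Measured by: cytometric PE anti-B7-1 and Alexa647 anti-CD8 signals after 1% paraformaldehyde fixation; Timing: binding step 1.5 h, 37 °C, antibody labelling 20 min, ice.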
LYP phosphatase: PTPN22 lymphoid phosphatase activity blockers – biochemical, fluorescence intensity, uHTS (AID 1779). hit rate 0.054% among 290,000. inhibition, % at 11.5 µM, or IC50 in µM where a hit was titrated. recombinant LYP phosphatase, fluorescence intensity; higher % means a stronger effect; in the data active = inhibition above about 50%;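 also: plate controls were vehicle with enzyme for no effect and no enzyme for full effect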
NTR1 agonist: NTR1-driven beta-arrestin-GFP spot formation – imaging, U2OS cells, high content, primary screen (AID 493036). agonist mode. P30989. activation, % at 20 µM. hit rate 0.17% among 330,000;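 active = activation at or above 40% of the spot to cytoplasm intensity ratio, with at least 20 cells analyzed; inconclusive = wells under 20 cells, flagged as cytotoxic or low count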;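 also: 0% = DMSO without peptide and 100% = 100 nM NTR1 peptide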
Target sequence (P30989 whole entry, looked up): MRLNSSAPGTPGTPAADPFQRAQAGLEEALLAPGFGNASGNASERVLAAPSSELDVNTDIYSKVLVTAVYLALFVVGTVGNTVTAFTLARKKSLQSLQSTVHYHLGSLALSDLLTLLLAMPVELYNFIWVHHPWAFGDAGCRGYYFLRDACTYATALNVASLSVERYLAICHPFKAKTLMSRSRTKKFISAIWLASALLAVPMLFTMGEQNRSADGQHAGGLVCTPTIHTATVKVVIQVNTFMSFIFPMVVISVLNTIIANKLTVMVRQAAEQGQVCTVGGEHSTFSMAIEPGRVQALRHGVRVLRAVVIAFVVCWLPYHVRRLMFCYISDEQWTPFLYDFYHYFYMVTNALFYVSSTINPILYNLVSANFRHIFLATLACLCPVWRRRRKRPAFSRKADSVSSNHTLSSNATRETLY
GPR55 antagonists: GPR55 antagonists blocking LPI-driven arrestin recruitment, primary screen, imaging, U2OS, beta-arrestin-GFP, LPI agonist (AID 2013); U2OS GPR55 beta-arrestin-GFP translocation imaging, LPI antagonism; higher % means a stronger effect; inhibition, % at 10 µM, or IC50 in µM where a hit was titrated; hit rate 0.13% among 290,000;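 active = spots per cell inhibited over 60%, with over 100 cells counted and total cytoplasm intensity under 500,000; inconclusive = wells with under 100 cells, flagged as likely toxic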;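 also: U2OS cells stably carrying GPR55 and arrestin-GFP stimulated by 5 µM LPI near EC80; imaged beta-arrestin-GFP aggregate spots per cell after agonist stimulation; plate controls were LPI-stimulated DMSO wells for no effect and DMSO wells without LPI for full effect; some results filed as inactive read as strong as hits; confirmed hits need IC50 under 10 µM and bright autofluorescent wells are also inconclusive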
Hep lipid drop cells 6.5 µM: further read-out of Hep lipid drop, marked with its call; cell count; measured here: cell count, cytotoxicity flag;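 cells counted across two imaged fields per well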
T cell modulator vesicle-bound %: also measured in T cell modulator; calls as there; double positive events, %; measured here: CD8+ vesicle-bound cell fraction;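 binding gate set so that unloaded-vesicle control wells show 10% double positive cells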
NTR1 agonist cell count 20 µM: recorded beside NTR1 agonist, whose call it bears; cell count; measured here: cell count, cytotoxicity flag
An asterisk follows results filed as active; i = inactive; ? = inconclusive; nt = not tested or not shown. This is a random part of the collection (roughly 1.8% active in at least one column).

SMILES	GPR55 activation	MgcRacGAP inhibition	GPR35 antagonists	SV40 large T antigen	Hep lipid drop	Hep lipid drop cells 6.5 µM	T cell modulator	T cell modulator vesicle-bound %	LYP phosphatase	NTR1 agonist	NTR1 agonist cell count 20 µM	GPR55 antagonists
Cc1ccc(C)c(S(=O)(=O)N2CCCC2CNC(=O)C(=O)NCCc2ccco2)c1 (centres undefined)	nt	6.0%	nt	20.3%	nt	nt	i	29.0	nt	-0.8	67	nt
COc1ccc(CCNC(=O)CSc2nc(N)c(C#N)c(-c3cccs3)c2C#N)cc1OC	0.1%	5.7%	-9.5%	7.5%	nt	nt	i	44.3	-5.4%	0.7	80	5.4%
COc1ccccc1C(=O)NCCCNC(=O)c1cccnc1	0.2%	10.0%	-9.3%	10.0%	3.1	843	i	21.3	-11.5%	-0.4	52	-9.4%
CCCC(=O)N1CCN(c2ccc(NC(=O)c3cc4ccccc4o3)cc2Cl)CC1	0.4%	15.0%	-27.8%	0.4%	-28.7	345	i	41.4	19.6%	45.2*	44*	-22.2%
COc1ccc(CN(C)CC(=O)Nc2cc3oc4ccccc4c3cc2OC)c(OC)c1	-0.1%	7.1%	0.9%	7.0%	-9.4	656	i	23.5	-6.9%	7.0	58	1.5%
CCn1ccnc1CN1CCCC(C(=O)c2ccc3cc(OC)ccc3c2)C1 (centres undefined)	-0.2%	-1.6%	3.1%	6.4%	-16.0	737	i	21.8	-5.7%	1.6	55	-10.1%
O=C(CSc1nnc(C2CCCCC2)o1)N1CCCCC1	-0.4%	-4.1%	11.7%	2.6%	nt	nt	i	34.6	-6.8%	-0.3	86	17.5%
O=C1c2ccccc2C(=O)c2c1cccc2N1CCN(C/C=C/c2ccccc2)CC1	nt	9.8%	nt	17.4%	nt	nt	i	27.5	nt	19.2	35	nt
CC(C)Oc1cccc(C(=O)NC(=S)Nc2ccc(Cl)c(C(=O)O)c2)c1	-0.1%	0.7%	-0.6%	0.6%	nt	nt	i	48.2	6.4%	0.7	71	12.9%
COc1cc(CNc2nc3ccccc3[nH]2)cc(OC)c1OC	0.1%	4.3%	6.0%	15.9%	-1.3	671	i	29.9	-6.3%	-0.8	67	-10.1%
NC(=O)c1c(NC(=O)c2ccc(S(=O)(=O)N3CCOCC3)cc2)sc2c1CCCCC2	-0.3%	0.4%	-3.4%	?	5.0	675	i	6.0	1.0%	4.3	53	5.7%
CCCOc1cccc(-c2nnc(NC(=O)c3ccco3)s2)c1	-0.2%	5.4%	2.7%	4.8%	2.3	689	i	18.4	-9.2%	2.5	55	-11.9%
O=C(Nc1ccc2c(c1)nc1n2CCN(Cc2ccccc2)C1)NC1CCCCC1	-0.1%	0.8%	-6.9%	19.4%	nt	nt	i	47.1	-1.4%	3.5	62	-1.0%
Cc1ccc(C(=O)N2CCN(Cc3ccc4c(c3)OCO4)CC2)c(Cl)c1	-0.1%	10.5%	-3.8%	6.7%	nt	nt	i	55.6	-7.7%	3.8	72	11.0%
COc1ccc(Nc2cc(C)nc(N)n2)cc1	0.0%	7.6%	1.6%	8.4%	14.4	693	i	63.4	-5.5%	-1.4	85	10.3%
CC(=O)Nc1ccc(OC(F)(F)C(F)C(F)(F)F)c(NC(C)=O)c1 (centres undefined)	0.0%	6.0%	-12.6%	4.9%	2.3	780	i	14.6	21.5%	-0.3	88	0.6%
Cc1cccc(NC(=S)NNC(=O)c2sccc2C)c1	0.0%	15.5%	-3.8%	29.4%	-7.4	730	nt	nt	-2.9%	0.8	63	19.0%
Cc1nnc(SCC(=O)NNC(=O)c2ccc(Cl)cc2)n1CC1CCCO1 (centres undefined)	-0.1%	-15.4%	10.5%	1.9%	-1.9	749	i	40.8	-8.5%	-1.9	103	15.0%
CCOc1ccc(-n2ccc(=O)c(C(=O)Nc3ccc(S(=O)(=O)N4CCOCC4)cc3)n2)cc1	0.3%	10.1%	-1.5%	11.2%	-3.2	755	i	59.5	-6.7%	-0.1	62	10.5%
CC(C)CCN1CCN(Cc2nc(-c3ccc(F)cc3)cs2)CC1CCO (centres undefined)	0.5%	6.4%	-1.9%	1.3%	-1.6	665	i	62.8	-9.9%	-0.1	54	0.8%
CC(NC(=O)Nc1ccc(O)cc1)(C(F)(F)F)C(F)(F)F	0.9%	?	4.7%	14.3µM*	-14.9	696	i	40.5	-8.6%	3.9	49	-5.5%
Cc1cc(C)c(C(=O)/C=C/c2cccs2)c(=O)[nH]1	-0.2%	7.7%	8.9%	10.7%	15.8	669	i	40.6	0.8%	1.8	42	8.5%
O=C(c1ccco1)N1CCN(Cc2cn[nH]c2-c2cccc3ccccc23)CC1	0.0%	-1.2%	-8.4%	8.8%	3.5	635	i	20.0	-7.4%	-1.0	60	-8.9%
CSc1ccc(C(=S)N2CCN(CCO)CC2)cc1	-0.2%	18.6%	-3.0%	-2.7%	8.0	682	i	9.1	-3.5%	0.9	76	3.2%
COc1cccc2cc(C(=O)C3=C(O)C(=O)N(CCN(C)C)C3c3ccc(Cl)cc3)oc12 (centres undefined)	-0.3%	10.9%	-2.3%	13.1%	-18.3	663	i	43.1	-7.7%	-0.6	47	-5.7%
SMILES	GPR55 activation	MgcRacGAP inhibition	GPR35 antagonists	SV40 large T antigen	Hep lipid drop	Hep lipid drop cells 6.5 µM	T cell modulator	T cell modulator vesicle-bound %	LYP phosphatase	NTR1 agonist	NTR1 agonist cell count 20 µM	GPR55 antagonists
Cc1cc(C)nc(NC2=NCC(=O)N2c2ccc(Cl)cc2)n1	-0.2%	0.8%	9.4%	7.4%	-17.3	595	i	56.3	2.3%	-0.9	45	8.0%
COc1ccc2c(/C=C/c3cc[n+](C)cc3)c[nH]c2c1	-0.1%	nt	19.0%	15.6%	16.2	757	i	61.7	-0.9%	-1.9	55	-0.8%
O=C(NC1CC1)C1CCC(=O)N1C1CCCC1 (centres undefined)	-0.2%	4.6%	4.5%	0.9%	-12.6	526	i	17.8	0.6%	-1.1	48	-1.3%
Cc1cccc(NC(=S)NCc2ccccc2)c1C	0.0%	12.0%	-0.3%	4.6%	-11.0	789	i	48.6	-3.6%	0.3	65	-18.3%
NC(=O)c1ccccc1NC(=O)CN1CCN(Cc2ccccc2)CC1	-0.1%	1.8%	3.4%	1.7%	nt	nt	i	52.9	-5.3%	-1.1	73	7.7%
CCN(CCNC(=O)C1CCN(S(=O)(=O)CC)CC1)c1ccccc1	0.5%	1.2%	2.2%	1.7%	12.8	681	i	31.7	3.7%	2.9	38	-0.7%
Nc1nc(SCC(=O)c2c(N)n(Cc3ccccc3)c(=O)[nH]c2=O)n[nH]1	0.0%	10.6%	-16.7%	14.3%	-1.0	694	i	27.6	-1.1%	-1.6	52	-5.2%
O=C(c1ccco1)n1nc(-c2ccccc2)nc1NCc1ccco1	-0.2%	7.7%	11.3%	14.7%	-11.0	767	i	4.0	-1.7%	2.1	86	-7.1%
Cc1cc(C(=O)CCl)c(C)n1-c1cccc(S(=O)(=O)N2CCOCC2)c1	0.6%	nt	9.8%	9.3%	-3.3	782	i	40.5	-3.1%	1.3	64	11.4%
CN1C(=O)SC(Nc2ccc(F)cc2)C1=O (centres undefined)	0.2%	1.3%	-12.1%	20.7%	15.1	782	i	57.7	0.8%	2.4	103	10.3%
Cc1cc(/C=N/NC(=O)c2ccc(O)cc2)c(C)n1C1CC1	0.2%	-15.7%	-11.3%	13.1%	0.3	685	i	38.7	-4.8%	0.2	53	14.0%
COc1cc(CN2CCC(CCC(=O)NC3CC3)CC2)cc(Cl)c1OC	-0.1%	13.7%	-10.2%	10.9%	-0.3	789	i	6.5	-1.0%	0.3	58	-10.1%
Nc1ccc(Oc2ccccc2-c2ccccc2)cc1	nt	14.8%	nt	11.4%	nt	nt	i	37.6	nt	2.8	44	nt
COc1cccc(-n2c(Cn3nc(C(F)F)cc3C(F)F)n[nH]c2=S)c1	0.7%	1.1%	8.3%	13.1%	1.9	643	i	30.6	-4.2%	-0.1	59	15.2%
Cc1cccc(NC(=O)c2cnn(-c3ccccc3)c2C)c1C	-0.2%	14.4%	2.5%	4.5%	-12.7	778	i	54.7	-10.5%	-1.3	46	-3.9%
CCNC(=O)CC1C(=O)N(c2ccccc2)C(=O)N1CCC(C)C (centres undefined)	0.2%	8.1%	-5.9%	0.1%	4.8	655	i	34.5	-2.1%	0.9	47	-2.9%
Cc1ccc(O)c(NC(=O)c2cc(C)no2)c1	0.0%	11.6%	-7.6%	5.9%	-1.0	804	i	56.9	0.5%	0.5	93	-4.2%
CCOC(=O)c1[nH]c(C=O)c(C(=O)OCC)c1C	-0.1%	4.7%	-15.0%	5.3%	3.7	722	i	20.6	-4.3%	6.1	36	-14.2%
CCN(CC)S(=O)(=O)c1ccc(N=Nc2c(C)[nH]n(C(N)=S)c2=O)cc1	-0.4%	8.6%	-0.3%	24.0%	-3.8	750	i	31.4	-0.9%	-0.6	71	-0.8%
O=C(Cn1nnc(-c2ccc3c(c2)OCO3)n1)NCc1ccccc1	0.5%	0.2%	14.7%	3.9%	2.4	591	i	36.9	-6.5%	1.1	55	-3.6%
CS(=O)(=O)N(CC(=O)NCc1ccco1)c1ccc2c(c1)OCO2	-0.2%	3.0%	12.2%	7.3%	6.4	738	i	7.9	-0.2%	-1.5	41	10.1%
CCCN1CCC(=O)N([C@H](CSc2ccc(Br)cc2)c2ccccc2)CC1	-0.1%	14.8%	6.3%	5.1%	-4.0	668	i	42.0	-5.3%	11.8	58	-5.4%
O=C(CSc1ccccc1)Nc1nnc(COc2ccc(Cl)cc2)s1	0.1%	21.3%	-7.5%	2.7%	-22.5	577	i	12.9	-3.7%	6.3	52	5.3%

Entries listed above that bear a hit mark in SV40 large T antigen.
canonical_smiles	MgcRacGAP inhibition	GPR35 antagonists	SV40 large T antigen	T cell modulator	T cell modulator vesicle-bound %	LYP phosphatase
CC(NC(=O)Nc1ccc(O)cc1)(C(F)(F)F)C(F)(F)F	?	4.7%	14.3µM*	i	40.5	-8.6%

From PubChem BioAssay
